# Screening results (PubChem BioAssay)
# KCNQ1 act – potentiators or activators of KCNQ1 channel, primary screen, cell-based, thallium flux, high-throughput | CHO-K1 KCNQ1, thallium flux FluxOR fluorescence; stronger effect = higher value | actives 0.35% (n = 310,000) | AID 2648, 2010 | B-score at 10 µM;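 active = fluorescence ratio B-score, a plate-corrected score, at least three library SD, with initial intensity B-score within 5 SD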
# Target sequence (P51787 whole entry, looked up): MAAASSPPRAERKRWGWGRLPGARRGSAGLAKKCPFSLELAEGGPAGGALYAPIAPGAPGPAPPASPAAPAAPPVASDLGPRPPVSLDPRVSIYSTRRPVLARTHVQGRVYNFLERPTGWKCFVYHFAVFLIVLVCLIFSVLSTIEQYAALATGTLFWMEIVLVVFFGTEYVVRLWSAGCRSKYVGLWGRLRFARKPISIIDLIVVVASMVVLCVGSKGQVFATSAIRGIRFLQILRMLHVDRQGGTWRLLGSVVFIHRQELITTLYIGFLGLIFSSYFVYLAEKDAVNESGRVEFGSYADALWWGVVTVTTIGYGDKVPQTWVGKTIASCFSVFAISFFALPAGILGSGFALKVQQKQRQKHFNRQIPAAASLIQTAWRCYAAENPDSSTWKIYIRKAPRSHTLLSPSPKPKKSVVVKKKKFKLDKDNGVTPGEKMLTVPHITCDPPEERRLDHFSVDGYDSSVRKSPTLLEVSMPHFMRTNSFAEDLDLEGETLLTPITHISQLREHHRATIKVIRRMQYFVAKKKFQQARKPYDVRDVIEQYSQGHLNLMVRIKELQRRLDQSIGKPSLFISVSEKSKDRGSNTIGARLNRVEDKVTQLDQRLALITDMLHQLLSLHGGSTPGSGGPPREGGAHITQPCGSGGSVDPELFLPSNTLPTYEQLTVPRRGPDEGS
#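 assay system = CHO-K1 cells stably expressing KCNQ1 | medium = assay buffer, equal DMSO in all wells | timing = 37 °C overnight plating, 90-min dark dye load, 20-min compound pretreatment | measured by = kinetic FluxOR thallium fluorescence, 10-s 1-Hz baseline, 110-s post-stimulus read | measure = fluorescence change relative to baseline, converted to B score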
# ANO1 block – TMEM16A chloride channel inhibitors, primary screen, cell-based, HTS; HEK293 TMEM16A/YFP iodide influx fluorescence, ionomycin; normalized B-score (activity score, 25-100; higher = stronger inhibition) at 10 µM; actives 1.2% (n = 310,000); AID 588511, 2011;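 active = ratio plate-corrected score three or more library SD toward inhibition, starting fluorescence score within five deviations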;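 note: score derived from kinetic fluorescence span divided by baseline fluorescence per well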
# RGS4 inh – RGS4 inhibitors, primary screen, cell-based, HEK293 M3R inducible RGS4, calcium flux. Regulator of G-protein signaling 4 (Homo sapiens), P49798. B-score at 10 µM. Fluo-4 calcium flux; stronger effect = higher value; triggered by carbachol at its EC20. actives 0.45% (n = 310,000);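 active = B-score, a plate-corrected calcium signal, over three deviations above library mean, with baseline fluorescence within five deviations of library mean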;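 note: RGS4 expression induced by doxycycline in cells with stable M3 receptor; B-score is computed from the integrated fluorescence ratio over baseline after carbachol; higher B-score means a larger calcium signal and so more RGS4 inhibition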
# TMEM16A act – TMEM16A chloride channel activators or potentiators, primary screen, cell-based, HTS. AID 623877, 2012. B-score at 10 µM. Anoctamin-1 (Mus musculus), Q8BHY3. actives 0.3% (n = 340,000). HEK293 TMEM16A/YFP-H148Q/I152L, iodide quench fluorescence; stronger effect = lower value;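 active = fluorescence-ratio B-score plate-corrected deviation score at least 3 library SD below zero, with starting fluorescence score within 5 deviations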;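 note: channel opened by trigger with iodide after compound preincubation; score built on the fluorescence ratio of max minus min over baseline; more negative score means more quench and so TMEM16A activation or potentiation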
# KCNK9 block – KCNK9 potassium channel inhibitors, primary screen, HEK293 cells, thallium flux; Potassium channel subfamily K member 9 (Homo sapiens), Q9NPC2; FluxOR thallium flux fluorescence; stronger effect = lower value; B-score at 10 µM; actives 1.2% (n = 310,000); AID 488922, 2010;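 active = ratio B-score over 3 SD below the library mean, with starting fluorescence within 5 SD of its mean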;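 note: negative B-score means less thallium flux so channel inhibition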
# RGS4 act – RGS4 potentiators or activators, primary screen, cell-based, HEK293 M3R inducible RGS4, calcium flux | carbachol calcium flux Fluo4; stronger effect = lower value | B-score at 10 µM | actives 0.92% (n = 310,000) | AID 463111, 2010;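 active = B-score of the integrated calcium signal more than 4 SD below the library mean, with starting fluorescence not abnormally high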;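 note: negative B-score means reduced calcium response which marks RGS4 activation or potentiation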
#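 Assay system: HEK293 FlpIn-TREx cells, stable M3R, doxycycline-inducible RGS4 / Probe or stimulus: carbachol, ECmax concentration / Times: overnight RGS4 induction, 30 min dye load 37 °C, 20 min compound RT / Signal: kinetic calcium fluorescence imaging with Fluo4-AM dye, 2 µM / Measure: Agonist-evoked peak-minus-minimum fluorescence over baseline, integrated ratio, B score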
# HDAC3 inh – HDAC3 deacetylase inhibitors, primary screen, biochemical, fluorescence, cell-free homogeneous; actives 0.15% (n = 320,000); recombinant HDAC3, fluorogenic peptide/trypsin coupled; inhibition, % at 8.3 µM; in the data active = inhibition above about 26%, passing the limit was not always enough; inconclusive = no clear call, values can overlap the other calls
# Target sequence (O15379 whole entry, looked up): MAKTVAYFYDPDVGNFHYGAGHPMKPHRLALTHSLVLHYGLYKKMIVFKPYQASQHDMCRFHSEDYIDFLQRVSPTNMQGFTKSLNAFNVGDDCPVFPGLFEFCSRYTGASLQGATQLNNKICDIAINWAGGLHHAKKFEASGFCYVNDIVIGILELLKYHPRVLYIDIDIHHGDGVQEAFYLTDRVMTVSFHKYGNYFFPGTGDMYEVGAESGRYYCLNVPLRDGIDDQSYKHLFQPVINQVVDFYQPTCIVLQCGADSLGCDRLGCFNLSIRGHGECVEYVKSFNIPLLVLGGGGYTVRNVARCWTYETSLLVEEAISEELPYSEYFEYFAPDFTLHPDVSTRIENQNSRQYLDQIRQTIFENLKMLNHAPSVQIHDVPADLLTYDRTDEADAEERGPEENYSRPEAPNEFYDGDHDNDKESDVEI
# KCNK3 inh – human KCNK3 channel inhibitors, primary screen, CHO cells, FluxOR thallium flux, B-score. actives 0.84% (n = 340,000). B-score at 10 µM. FluxOR fluorescence; stronger effect = lower value. AID 602410, 2012. Potassium channel subfamily K member 3 (Homo sapiens), O14649;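 active = B-score under library mean minus 4 SD, starting fluorescence ratio at most library mean plus 5 SD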;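 note: more negative B-score means stronger inhibition of thallium flux through KCNK3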
# SKKanGAS inh – S. pyogenes SKKanGAS growth inhibitors in kanamycin, primary screen, streptokinase expression inhibitor project, SKKanGAS strain, BacTiter-Glo luminescence. 6 h. inhibition, % at 7.5 µM. actives 1.3% (n = 300,000). AID 1662, 2009;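 active = mean replicate score, as percent of positive control median, at least 50; inconclusive = mean below 50 but one replicate at or above 50; inactive = mean and every replicate below 50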;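 note: strain carries kanamycin resistance gene driven by streptokinase promoter and grows in 40 µg/ml kanamycin; loss of luminescence reflects streptokinase promoter inhibition or plain growth inhibition; 0% = median of DMSO wells and 100% = positive control at its reference dose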
# KCNQ1 block – inhibitors of human KCNQ1 channel, primary screen, cell-based, thallium flux, high-throughput. AID 2642, 2010. actives 1.3% (n = 310,000). B-score at 10 µM. CHO-K1 KCNQ1, FluxOR thallium flux fluorescence; stronger effect = higher value;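 active = compounds whose thallium flux B-score, printed positive for inhibition, exceeds three library SD while starting fluorescence stays within three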;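 note: channel opened by potassium depolarization with thallium stimulus after 20 min compound exposure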
# hERG protect – hERG rescue from dofetilide block, primary screen, cell-based, CHO-hERG, FluxOR thallium flux, dofetilide IC70; AID 1511, 2009; activation (rescue from dofetilide block), less the hit threshold, % at 10 µM; dofetilide IC70 present; actives 0.51% (n = 310,000);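 active = activation above the mean of controls blocked by dofetilide plus 5 SD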;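 note: thallium influx through hERG after potassium depolarization seen as dye fluorescence rise; in these data hits start at about 4.7%; inactives centre near -7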
# Starred values were filed as active, the others as inactive; i = inactive; ? = inconclusive; · = not tested or not shown. Compounds were not picked by outcome; 6.3% or so of the library scored in one or more.
SMILES,KCNQ1 act,ANO1 block,RGS4 inh,TMEM16A act,KCNK9 block,RGS4 act,HDAC3 inh,KCNK3 inh,SKKanGAS inh,KCNQ1 block,hERG protect
CCS(=O)(=O)c1ccc2oc(Nc3ccccc3C)nc2c1,i,i,i,i,i,i,-5,i,4,i,-5
COc1cc(NC(=O)Cc2ccc(OC)c(S(=O)(=O)N3CCOCC3)c2)c(OC)cc1Cl,i,i,i,i,i,i,1,i,·,i,-17
Cc1nn(CCCC(=O)NCc2ccc(F)cc2)c(C)c1[N+](=O)[O-],i,i,i,i,i,i,-1,i,-1,i,-11
CC(CC(=O)N1CCN(S(=O)(=O)c2ccccc2)CC1)n1cncn1 (configuration not stated),i,i,i,i,i,i,1,i,1,i,-4
CCC1(c2ccccc2)NC(=O)N(CC(=O)Nc2cc(S(=O)(=O)N3CCOCC3)ccc2OC(C)C)C1=O (configuration not stated),i,i,i,i,i,i,4,i,1,i,-8
COCCNC(=O)NC(=O)COC(=O)c1cccn1C,i,i,i,i,i,i,-11,i,·,i,-11
Cc1cc(OCC(O)CN2CCOCC2)cc(C)c1Cl (configuration not stated),i,i,i,i,i,i,11,i,-8,i,0
O=C(Nc1ccccc1Cl)Nc1cccc2cccnc12,i,i,i,i,i,i,2,i,-4,i,-12
COc1ccc(NC(=O)c2ccc(OCc3c(C)noc3C)c(OC)c2)cn1,i,i,i,i,i,i,-1,i,-2,i,-8
CCC(C)C(NC(=O)OC(C)(C)C)C(=O)NC(C)C(N)=O (configuration not stated),i,i,i,i,i,i,0,i,8,i,-3
O=C1C2C3C=CC(C4CC34)C2C(=O)N1/N=C/c1cccs1 (configuration not stated),i,i,i,i,i,i,5,i,-4,i,-11
O=C(c1cc(S(=O)(=O)N2CCCC2)c(Cl)cc1Cl)N1CCCC1,i,i,i,i,i,i,-5,i,0,i,0
O=C(N/N=C/c1ccc(OC(=O)c2ccco2)cc1)c1ccncc1,i,i,i,i,i,i,-5,i,6,i,-6
CCOc1ccc(CCNC(=O)Cn2nc(C)c3c(C)n(-c4ccccc4)nc3c2=O)cc1OCC,i,i,i,i,i,i,3,i,-1,i,-4
Cn1c(=O)c(-c2ccccc2N)nc2ccccc21,i,i,i,i,i,i,-1,i,7,i,-10
CC(=O)N(C)c1ccc(NC(=O)Nc2ccc(Cl)cc2)cc1,i,i,i,i,i,-8.3*,0,i,-7,i,-20
O=C(c1ccccc1)N1CCN(c2ccc(Cl)cc2)CC1,i,i,i,i,i,i,11,i,1,i,-3
CCNc1ccc(S(N)(=O)=O)cc1[N+](=O)[O-],i,i,i,i,i,i,-1,i,-1,i,-7
CCOC(=O)C1=C(N)OC2=C(C(=O)CC(C)(C)C2)C1c1cccnc1 (configuration not stated),i,i,i,i,i,i,10,i,-2,i,-4
Cn1nnnc1SC(C(=O)Nc1ccc(F)cc1)c1ccccc1 (configuration not stated),i,i,i,i,i,i,6,i,0,i,-18
COc1ccc(CNC(=O)CCNS(=O)(=O)c2cc(Br)cnc2N)cc1,i,i,i,i,i,i,-3,i,-3,i,-8
COc1ccccc1N(CC1CO1)S(=O)(=O)c1ccc(C)cc1 (configuration not stated),i,i,i,i,i,i,2,i,3,i,-6
Cc1ccc(NC(=O)N2CCCc3ccccc32)cc1C,i,i,i,i,i,i,1,i,-4,i,-9
COc1ccc(Br)cc1S(=O)(=O)N1CCCC1,i,i,i,i,i,i,-2,i,-2,i,-7
O=C(C1CCCO1)N1CCN(c2ccccn2)CC1 (configuration not stated),i,i,i,i,i,i,0,i,-5,i,-12

# (more compounds)
SMILES,KCNQ1 act,ANO1 block,RGS4 inh,TMEM16A act,KCNK9 block,RGS4 act,HDAC3 inh,KCNK3 inh,SKKanGAS inh,KCNQ1 block,hERG protect
CC(C)CCNC(=O)c1cc2c(s1)-c1ccccc1S(=O)(=O)C2,i,i,i,i,i,i,-3,i,-9,i,-7
CSc1sc(C(=O)N2CCCCC2)c(-c2cccs2)c1C#N,i,i,i,i,i,i,3,i,0,i,-10
COc1ccc(OC)c(Nc2nc(NCc3ccco3)nc(N)c2[N+](=O)[O-])c1,i,i,i,i,i,i,0,i,7,i,-3
CN(CCCNC(=O)Cn1c(=O)c2cccn2c2ccccc21)Cc1ccccc1,i,i,23*,i,i,i,-1,i,-1,i,-7
CC(=O)c1c(C)[nH]c(C(=O)OCC(=O)Nc2cc(C)on2)c1C,i,i,i,i,i,i,2,i,-6,i,-6
CC(=O)NC(CCS(C)(=O)=O)C(=O)Nc1c(C)cccc1C (configuration not stated),i,i,i,i,i,i,-6,i,0,i,-4
CN1CCN(c2c([N+](=O)[O-])cnc3ccccc23)CC1,i,i,i,i,i,i,3,i,-2,i,-5
O=C(CN1CC(=O)Oc2ccccc21)OCC(=O)c1cccc(Br)c1,i,i,i,i,i,i,2,i,5,i,-5
NS(=O)(=O)c1ccc(CCNC(=O)c2cc(-c3ccccn3)nc3ccc(Br)cc23)cc1,i,i,i,i,i,i,-2,i,19,i,-14
O=C(Oc1ccc2c(c1)CCC2)N1CCOCC1,i,i,i,i,i,i,-1,i,3,i,0
O=C(c1cccs1)N1CCC(c2nc3c(nnn3Cc3c(Cl)cccc3Cl)c(=O)[nH]2)CC1,i,i,i,i,i,i,-6,i,-7,i,-7
O=C(Nc1ccccc1N1CCOCC1)c1cccnc1Cl,i,i,i,i,i,i,-3,i,-1,i,-3
O=C(Nc1ccc2c(c1)CCCN2C(=O)c1ccco1)c1cc([N+](=O)[O-])ccc1Cl,i,i,i,i,i,i,-10,i,2,i,-10
O=C(Oc1ccc2c(c1)OCO2)c1ccncc1,i,i,i,i,i,i,9,i,-4,i,-9
CC(=O)c1c(C)[nH]c(C(=O)OCc2ccc(F)cc2Cl)c1C,i,i,i,i,i,i,-7,i,18,i,-13
COc1cc2c(cc1OC)C(C(=O)Nc1ccc3c(c1)OCCO3)C1c3ccccc3CCN1C2=O (configuration not stated),i,i,i,i,i,i,?,i,5,i,-17
O=C(CSc1nccn1-c1ccc(F)cc1)Nc1ccc2c(c1)OCO2,i,i,i,i,i,i,-3,i,-3,i,-7
CC(C)(CO)Nc1nc(Nc2ccccc2)nc(Nc2ccccc2)n1,i,i,i,i,i,i,-2,i,-1,i,-6
CCN(CC)c1ccc(NC(=O)C2CC(=O)N(Cc3ccccc3)C2)cc1 (configuration not stated),i,i,i,i,i,i,·,i,-4,i,-6
Cc1ccc(C(=O)CN2C(=O)NC3(CCc4ccccc43)C2=O)c(C)c1 (configuration not stated),i,i,i,i,i,i,7,i,-2,i,-15
CCOc1cccc2sc(N3CCN(C(=O)c4ccc5ncsc5c4)CC3)nc12,i,i,i,i,i,i,2,i,-10,i,-15
Cc1ccccc1OCCN1C(=O)NC2(CCc3ccccc32)C1=O (configuration not stated),i,i,i,i,i,i,6,i,-3,i,-20
Cc1csc2ncnc(N3CCN(S(=O)(=O)c4cccc(C(F)(F)F)c4)CC3)c12,i,100*,i,i,i,i,3,i,2,19*,-13
Cc1cccc(C(=O)N[C@H](C(=O)Nc2nccs2)C(C)C)c1,i,i,i,i,i,i,·,i,-2,i,-4
Cc1ccc(Nc2nnc(SCC(=O)Nc3cc(C(=O)O)ccc3C)s2)c(C)c1,i,i,i,i,i,i,-3,i,11,i,-13

# (list continues)
SMILES,KCNQ1 act,ANO1 block,RGS4 inh,TMEM16A act,KCNK9 block,RGS4 act,HDAC3 inh,KCNK3 inh,SKKanGAS inh,KCNQ1 block,hERG protect
CCOc1ccc(Cc2nn[nH]n2)cc1,i,i,i,i,i,i,8,i,-2,i,-9
Cc1ccc(OCc2cc(C(=O)N(C)CC3CCOCC3)no2)cc1C,i,i,i,i,i,i,3,i,30,i,-11
CC(=O)OCC#CCSc1nc2ccccc2n1C,i,i,i,i,i,i,2,i,-1,i,-5
Cc1cc(NC(=O)c2ccc([N+](=O)[O-])cc2)n(C)n1,i,i,i,i,i,i,-4,i,-8,i,-6
CCCCSCCCNC(=O)c1ccc(CS(=O)(=O)c2ccccc2OC)o1,i,i,i,i,i,i,?,i,6,i,-12
CCC(C)Sc1ccc([C@H]2N[C@@](Cc3ccccc3)(C(=O)OC)[C@H]3C(=O)N(C)C(=O)[C@@H]23)cc1 (some centres not stated),i,i,i,i,i,i,4,i,4,i,-12
Cc1cc(C)cc(C(=O)Nc2nc3ccccc3[nH]2)c1,i,i,i,i,i,i,4,i,?,i,-13
COC(=O)c1cn(Cc2cccnc2)c(=O)c2ccccc12,i,i,i,i,i,i,9,i,1,i,-13
Cc1cc(C(=O)Nc2c(F)cc(F)cc2Br)n(-c2ccccc2)n1,i,i,i,i,i,i,0,i,1,i,-5
Cc1ccc(C(=O)COC(=O)c2ccco2)cc1C,i,i,i,i,i,i,-2,i,0,i,-5
CCC(C(=O)OCC(=O)NC(=O)c1ccccc1)c1ccccc1 (configuration not stated),i,i,i,i,i,i,1,i,0,i,-5
Fc1ccc(C2CC(c3ccccc3)Nc3ncnn32)cc1 (configuration not stated),i,i,i,i,i,i,3,i,-4,i,-9
CCC1(c2ccccc2)NC(=O)N(CC(=O)N(C)CC(=O)Nc2cccc(OC)c2)C1=O (configuration not stated),i,i,i,i,i,i,-7,i,1,i,-6
CN(C)S(=O)(=O)c1ccc(NC(=O)c2ccc([N+](=O)[O-])cc2)cc1,i,i,i,i,i,i,·,i,7,i,-10
CCOC(=O)c1c(NC(=O)CN2C(=O)NC3(CCC(C)CC3)C2=O)sc(C)c1-c1ccc(C)cc1 (configuration not stated),i,i,i,i,i,i,-2,i,13,i,-7
CCOC(=O)c1c(CSc2nc(C)cc(C)c2C#N)n(C)c2cc(Br)c(OC(C)=O)cc12,i,i,i,i,i,i,6,i,3,i,-1
